Screens: PubChem, The Scripps Research Institute Molecular Screening Center
TEAD-YAP inh: TEAD-YAP interaction inhibition; inhibition, % at 9.12 µM; 640,000 compounds, 1.4% hits; HEK-TIYL cells, TEAD-Gal4/YAP UAS-luciferase luminescence; in the data active = inhibition above about 32%;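 also: 0% = median of test compound wells and 100% = reference inhibitor wells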
FBW7 activator: activators of human E3 ligase FBW7; Q969H0; AlphaScreen FBW7–phospho-cyclin E peptide binding, activator screen; normalized activity (activation), % at 26.1 µM; 650,000 compounds, 0.13% hits; AID 1259310; in the data active = normalized activity above about 1.9%;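 also: purified mutant Fbw7 with reduced substrate affinity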
MITF primary: human MITF inhibition, primary screen; AID 1259374; AlphaScreen MITF homodimerization, bead proximity signal; 650,000 compounds, 0.91% hits; O75030; inhibition, % at 2.6 µM; in the data active = inhibition above about 50%;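 also: 0% = vehicle wells with protein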
Target sequence (O75030 whole entry, looked up): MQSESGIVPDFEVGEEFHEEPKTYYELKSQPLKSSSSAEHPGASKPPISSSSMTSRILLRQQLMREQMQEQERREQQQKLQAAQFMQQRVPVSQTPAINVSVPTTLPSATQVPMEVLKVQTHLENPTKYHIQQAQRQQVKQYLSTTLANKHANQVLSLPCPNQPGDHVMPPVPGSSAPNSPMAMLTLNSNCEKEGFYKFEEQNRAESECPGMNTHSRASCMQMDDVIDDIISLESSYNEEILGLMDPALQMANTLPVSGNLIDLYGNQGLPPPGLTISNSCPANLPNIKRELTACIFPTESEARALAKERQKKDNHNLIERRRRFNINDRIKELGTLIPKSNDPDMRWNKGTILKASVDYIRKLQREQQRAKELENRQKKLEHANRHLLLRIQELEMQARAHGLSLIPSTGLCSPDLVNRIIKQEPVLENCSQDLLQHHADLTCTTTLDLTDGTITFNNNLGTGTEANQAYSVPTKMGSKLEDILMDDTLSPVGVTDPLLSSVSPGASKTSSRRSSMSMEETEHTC
GPR151 ag: human GPR151 activation | AID 1508602 | 650,000 compounds, 1% hits | PathHunter beta-arrestin GPR151 cells, luminescence | Q8TDV0 | activation, % at 11.2 µM; in the data active = activation above about 4.9%;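 also: 0% = median of compound wells and 100% = cells with positive control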
Target sequence (Q8TDV0 whole entry, looked up): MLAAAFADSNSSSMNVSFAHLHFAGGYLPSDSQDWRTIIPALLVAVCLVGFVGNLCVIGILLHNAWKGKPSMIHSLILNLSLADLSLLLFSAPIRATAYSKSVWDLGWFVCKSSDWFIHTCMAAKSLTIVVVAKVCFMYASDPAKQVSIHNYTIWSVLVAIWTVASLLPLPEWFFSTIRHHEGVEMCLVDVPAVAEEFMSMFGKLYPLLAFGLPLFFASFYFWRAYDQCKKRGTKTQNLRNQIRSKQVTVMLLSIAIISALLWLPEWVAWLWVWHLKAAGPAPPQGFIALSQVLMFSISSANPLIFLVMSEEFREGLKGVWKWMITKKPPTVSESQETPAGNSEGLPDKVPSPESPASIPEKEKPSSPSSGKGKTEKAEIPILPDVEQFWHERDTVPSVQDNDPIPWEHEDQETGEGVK
An asterisk follows results filed as active.

mol	TEAD-YAP inh	FBW7 activator	MITF primary	GPR151 ag
CCN(CC)C(=O)CSc1ncc(CO)n1Cc1ccc(Cl)cc1	1	0.2	0	2.2
Cc1cn2c3c(=O)n(C)c(=O)n(C)c3nc2n1CCOCCO	0	-0.3	-2	-0.3
Cc1ccccc1OCC(=O)Nc1cccc(NC(=O)C(F)(F)F)c1	-78	0.3	21	-0.1
Cc1cc(C(=O)Nc2cccc(O)c2)ccc1[N+](=O)[O-]	-36	0.0	15	-0.9
CNC(=S)N1CCN(c2nccnc2NS(=O)(=O)c2ccccc2Cl)CC1	2	-0.7	2	0.5
C=CCN=C(N)SCc1nc2ccccc2c(=O)[nH]1	2	-0.2	4	0.1
CC(Nc1ncnc(N)c1[N+](=O)[O-])C1CC2CCC1C2 (stereo unspecified)	-4	0.0	1	4.9
O=C(Nc1cc(=O)[nH]c(=O)[nH]1)c1cccc([N+](=O)[O-])c1	-5	0.1	11	-0.4
Cc1ccc2cc(CN(CCCO)S(=O)(=O)c3ccccc3F)c(=O)[nH]c2c1C	-20	-0.1	2	0.3
CCOCCNC(=S)Nc1ccccc1	13	0.3	4	-0.5
CC(=O)c1cccc(NC(=O)c2ccccc2Br)c1	10	0.1	10	2.3
COc1ccc(NC(=O)c2ccc(S(=O)(=O)N3CCc4ccccc43)cc2)c2ccccc12	60*	-0.1	-2	1.6
N#Cc1ccccc1NC(=O)CSc1nccn1CCc1ccccc1	-49	0.1	10	0.8
CN1C(C(=O)NC(C)(C)C)=CC(c2ccc(F)cc2)=NS1(=O)=O	5	0.6	12	2.4
O=C1C(Cl)=C(NC2CCCCC2)C(=O)N1c1ccc(I)cc1	12	-0.1	7	0.8
O=[N+]([O-])c1cccc(-c2nnc(SCc3ccncc3)o2)c1	1	0.8	15	0.5
Nc1nc(Cl)cc(NCc2ccccc2)n1	8	0.2	6	-2.0
CCSc1nnc(CCNS(=O)(=O)c2ccc(C(C)=O)cc2)n1C	5	0.0	-15	-0.8
O=C1Nc2ccc([N+](=O)[O-])cc2C1=Nc1cccc(CO)c1	-6	-0.1	3	3.0
CC(=O)c1cc(OC(=O)c2ccncc2)ccc1OC(=O)c1ccncc1	2	-0.1	6	1.0
O=c1[nH]cnc2scc(-c3ccc(F)cc3)c12	-9	0.4	-14	0.4
CCOCCCNC(=O)c1cccc(C)c1	-5	0.7	12	-0.6
Cc1ccc2nc(N3CCN(Cc4nnnn4CCc4ccccc4)CC3)c(C#N)cc2c1	4	0.0	-5	0.1
COc1ccccc1-c1csc(NC(=O)c2cc(Cl)ccc2[N+](=O)[O-])n1	7	0.0	13	-0.4
CC1c2ccc3ccccc3c2-c2nc3ccccc3c(=O)n2C1(C)C (stereo unspecified)	8	0.1	12	0.2

Another view of two compounds above.
Results follow in this order: TEAD-YAP inh | FBW7 activator | MITF primary | GPR151 ag
O=c1[nH]cnc2scc(-c3ccc(F)cc3)c12
    -9 | 0.4 | -14 | 0.4
CCOCCCNC(=O)c1cccc(C)c1
    -5 | 0.7 | 12 | -0.6

Continuation:
mol	TEAD-YAP inh	FBW7 activator	MITF primary	GPR151 ag
CC(=O)c1sc(NC(=O)/C=C/c2cccs2)nc1C	-28	0.0	-15	0.5
CCCNC(=O)c1nn2c(c1Cl)NC(c1ccc(Cl)cc1)CC2C(F)(F)F (stereo unspecified)	4	0.6	2	-0.6
CCN(CC)S(=O)(=O)c1nnc(NC(=O)c2ccc(C)cc2)s1	-9	0.4	-11	4.1
CC1(C)CC(NCc2ccco2)=CC(=C(C#N)C#N)C1	-2	-0.1	18	1.6
CCOC(=O)c1sc2nc(C)nc(Nc3cc(C)cc(C)c3)c2c1C	-8	0.2	-1	-0.4
CCOc1ccc(-c2nc(CSCC(=O)NCCN3CCCC3)c(C)o2)cc1	34*	-0.2	-4	0.8
COc1ccc(C2=NN(c3ccccc3)C(=O)/C2=C\c2ccc(N(C)C)cc2)cc1	-2	0.2	7	-0.5
Cc1ccc(C)c(NC(=O)c2cc(S(=O)(=O)NCCc3ccccc3)ccc2F)c1	1	0.0	-16	0.5
CCOC(=O)C1CCN(C(C(=O)Nc2ccc(C(C)C)cc2)c2ccccc2)CC1 (stereo unspecified)	-4	0.3	-4	0.7
CCN(CC)S(=O)(=O)c1ccc(N=Nc2cc([N+](=O)[O-])c3cccnc3c2O)cc1	1	-0.1	18	1.1
CC(NC(=O)c1ccco1)c1ccc2c(c1)OCCO2 (stereo unspecified)	9	0.6	4	-0.8
COc1cc(Cl)c(C)cc1NC(=O)CN1C(=O)C2CCCCC2C1=O (stereo unspecified)	-4	-0.1	2	-0.6
CCCn1c(=S)[nH]c2cc(C(=O)N3CCOCC3)ccc2c1=O	2	0.2	21	0.6
COc1ccc2nc(NC(=O)Cc3ccc(Cl)cc3)sc2c1	-3	0.0	11	0.7
CC(C)(C)/C(O)=C/c1nc2cc(Cl)ccc2oc1=O	-6	-0.1	6	0.4
CCN(C(=O)c1cc2c(=O)n3ccccc3nc2n1C)c1ccccc1C	10	0.3	13	-0.6
Cc1ccc(Sc2c(-c3ccccc3)nc3ccccn23)cc1	8	0.0	7	-1.0
CCN(CC)c1ccc(C2C3=C(CC(C)(C)CC3=O)OC3=C2C(=O)CC(C)(C)C3)c(OCc2ccc(Cl)cc2)c1	-1	0.0	-9	-2.0
O=C1CCCc2nn(-c3ccccc3)c(-c3ccc(Cl)cc3)c21	3	-0.2	-10	0.4
O=C(O)CCSc1ccc(C(=O)N2CCOCC2)cc1[N+](=O)[O-]	3	0.1	0	-1.8
O=C(CSc1ncccn1)Nc1ccc(Cl)cc1F	-11	0.1	20	-0.1
CSc1cccc(NC(=O)c2ccccc2C)c1	-24	0.1	8	0.2
Cn1c(=O)c2sccc2n2c(CCCC(=O)Nc3cccc(Cl)c3)nnc12	-1	0.2	5	-0.3
O=C(CSc1nnc(CNC(=O)c2ccc(F)cc2)o1)c1ccccc1	4	-0.3	-4	0.0
COc1ccc(OC)c(S(=O)(=O)Nc2ccc3oc(=O)sc3c2)c1	11	0.1	6	-0.1

Further entries
mol	TEAD-YAP inh	FBW7 activator	MITF primary	GPR151 ag
C=CCNC1CCN(c2c(Cl)cccc2NC(=O)c2ccc(Br)o2)CC1	-14	-0.2	-6	0.0
Cc1ccc(CN2CCN(C(=O)c3cccnc3)CC2)cc1	9	-0.1	54*	-0.9
CCc1nc(-n2nc(C)cc2C)n[nH]1	-9	-0.1	4	0.6
O=C(/C=C/c1cccc([N+](=O)[O-])c1)Nc1cnc2ccccc2c1	-18	0.0	-4	1.2
CCOC(=O)C1=C(C)NC(=S)NC1c1ccc2c(c1)OCO2 (stereo unspecified)	0	-0.1	12	0.7
CCC(C)NCC(O)COc1cccc(OC)c1 (stereo unspecified)	10	0.0	9	0.7
Cc1nn(-c2ccccc2)nc1CNC(=O)C1CCC1	1	0.1	-1	-1.0
O=C(CSc1c2c(nc3ccccc13)CCC2)N1CCCC1	1	0.7	21	-0.8
CC(=O)Oc1ccc(C(O)(C(F)(F)F)C(F)(F)F)cc1	-6	-0.1	3	-0.4
COc1ccccc1OCC(=O)NNC(=O)c1ccc(=O)[nH]c1	1	0.2	7	-0.5
CCOc1ccc(C(=O)Nc2ccc3oc(-c4cccc(I)c4)nc3c2)cc1	-10	0.1	-1	-0.8
Cc1nc2nc(CN)nn2c(C)c1CCC(=O)Nc1ccc(CN2CCCCC2)cc1	-3	-0.3	7	-1.0
CC1CCN(C(=O)COC(=O)c2cc(=O)[nH]c(=O)[nH]2)CC1	-1	0.1	-11	0.4
CCOC(=O)C1=CN(c2ccc(C)cc2)C=C(C(=O)OCC)C1c1ccccc1OC	-6	0.1	0	-0.5
C/C(=N\N1C(=O)CSC1=S)c1cccnc1	4	-0.1	-2	1.3
COc1cccc(CNC(=O)CC2C(=O)NCCN2Cc2ccc(Cl)c(F)c2)c1 (stereo unspecified)	-1	0.0	-12	0.0
COc1ccc(C(=O)CCC(=O)Nc2ccc(C(=O)O)cc2)cc1OC	2	-0.2	3	0.7
Cc1sc2nc(C3CCCN(C(=O)C4CCCC4)C3)[nH]c(=O)c2c1C (stereo unspecified)	-63	-0.1	10	-0.6
CCN1CCN(c2nc(-c3ccc(Cl)cc3)cc(C(F)(F)F)n2)CC1	-9	-0.1	-8	-1.3
CC(=O)Oc1cccc2nsnc12	-8	0.1	5	0.4
O=C(Nc1cccc2c1C(=O)NC2=O)c1cccc(Cl)c1	1	0.5	4	-0.3
O=C(O)CSCC(=O)Nc1nc(-c2ccc(Br)cc2)cs1	3	0.0	7	-2.3
O=C1OC(c2ccc(Cl)cc2)=N/C1=C\c1c(F)cccc1Cl	-1	0.1	6	1.2
O=C(Oc1cccc2cccnc12)c1cc(Cl)ccc1Cl	1	-0.9	11	1.5
CCCOc1ccc(N2C(=O)CC(N3CCN(C(=O)OCC)CC3)C2=O)cc1 (stereo unspecified)	1	0.3	-6	-0.5

By substructure: the entries above containing a CF3 group (4)
mol	TEAD-YAP inh	FBW7 activator	MITF primary	GPR151 ag
Cc1ccccc1OCC(=O)Nc1cccc(NC(=O)C(F)(F)F)c1	-78	0.3	21	-0.1
CCCNC(=O)c1nn2c(c1Cl)NC(c1ccc(Cl)cc1)CC2C(F)(F)F (stereo unspecified)	4	0.6	2	-0.6
CC(=O)Oc1ccc(C(O)(C(F)(F)F)C(F)(F)F)cc1	-6	-0.1	3	-0.4
CCN1CCN(c2nc(-c3ccc(Cl)cc3)cc(C(F)(F)F)n2)CC1	-9	-0.1	-8	-1.3

Further records.
mol	TEAD-YAP inh	FBW7 activator	MITF primary	GPR151 ag
CC(=O)Oc1ccc(/C=C2\N=C(c3ccc(-c4ccccc4)cc3)OC2=O)cc1OC(C)=O	6	0.1	10	-0.2
O=C(COc1ccccc1Cl)Nc1ccc(Br)cc1C(=O)O	-7	0.0	10	-1.4
COc1ccc(C(=O)C2CCN(CC(=O)Nc3cc(C)cc(C)c3)CC2)cc1	10	0.0	13	0.7
COc1ccccc1N1CCN(C(=O)Nc2cccc3ccccc23)CC1	8	-0.1	13	-1.1
Cc1cc(C)cc(OCC(O)CN2CCN(C)CC2)c1 (stereo unspecified)	7	0.2	-1	-0.5
N#CCc1c(C#N)c(N)nc(N2CCN(S(=O)(=O)c3ccccc3)CC2)c1C#N	-1	0.9	4	-1.4
CC(C)c1ccc(NC(=O)/C=C/c2ccco2)cc1	-10	0.0	-12	0.0
CCN(CC)c1nc(C)nc2sc(C(=O)Nc3cc(OC)ccc3OC)c(C)c12	6	0.0	-2	2.7
CCOC(=O)CNC(=O)c1sc2nc(C)cc(C)c2c1N	-12	0.0	17	-0.2
O=C1C=C(c2ccccc2)CC(c2cccs2)C1n1nnc([N+](=O)[O-])n1 (stereo unspecified)	11	0.4	20	-0.7
Cc1ccc(C(=O)CSc2nc(N)cc(=O)[nH]2)c(C)c1	0	-0.2	4	0.8
Cc1ccc(/C=C2\N=C(C3CCCCC3)OC2=O)cc1	3	0.1	21	0.4
CNC(=S)N(Cc1ccco1)C1CC(=O)N(c2ccccc2)C1=O (stereo unspecified)	10	-0.1	-7	0.0
O=C(N/C(=C\c1ccco1)C(=O)N1CCCCC1)c1ccco1	-17	0.3	2	-0.7
O=C(O)c1ccc(NC(CSCc2ccc(F)cc2)C(=O)O)c([N+](=O)[O-])c1 (stereo unspecified)	0	-0.2	-5	0.2
C=CCn1c(SCC(=O)Nc2cc(C)on2)nc2sc(-c3ccccc3)cc2c1=O	-9	-0.1	2	1.4
O=C(CNC(=O)c1cccc2ccccc12)N/N=C/c1ccccc1Cl	-4	0.2	9	0.1
CCOc1ccc(/C=C2/C(=O)NC(=O)N(c3ccc(C)cc3)C2=O)cc1	-2	-0.1	4	-0.2
CCOC(=O)CN1c2ccccc2NC1C(C#N)c1ccc(OC)cc1 (stereo unspecified)	36*	0.4	0	-2.3
Cn1cc(-c2ccccc2NC(=O)Nc2ccc([N+](=O)[O-])cc2)cn1	5	0.5	8	-0.1
O=C(NNC(=O)C1CC12CCC2)c1ccc(-c2ccccc2)cc1 (stereo unspecified)	-9	0.7	-3	-1.6
CN1CCC2(CC1)C1CN(C)CC=C1C(C#N)=C(N)C2(C#N)C#N (stereo unspecified)	2	-0.4	12	-1.5
O=C(Nc1nnc(N2CCCC2)s1)Nc1cc(F)ccc1F	-16	0.0	-8	-1.3
